DT40 TDP1 CPT – DT40-hTDP1 cell growth loss with CPT | chicken DT40 Tdp1-/-;hTDP1 cells + 20 nM CPT, ATP luminescence, 48 h | Potency, µM (titrated, usually from 46.2 µM), for inactives: at the top dose activity change, negative = growth inhibition, usual class: inhibitors | actives 12% (n = 420,000) | AID 686979; also: nearly all actives have a fitted effect of over 55% in size
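Chicken DT40 Tdp1-/- cells stably complemented with human TDP1 were seeded at 400 cells/well in medium containing 20 nM camptothecin, exposed to pin-transferred compounds, and grown at 37 °C for at least 48 hr. Viability was read as ATP luminescence.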
TDP1 block – TDP1 (human) enzyme inhibition; actives 0.28% (n = 350,000); AID 485290; Q9NUW8; Potency, µM (titrated, usually from 130 µM), for inactives: at the top dose activity change, negative = inhibition, usual class: inhibitors; recombinant TDP1, AlphaScreen DNA substrate cleavage; also: nearly all actives have a fitted effect of over 40% in size
Target sequence (Q9NUW8 whole entry, looked up): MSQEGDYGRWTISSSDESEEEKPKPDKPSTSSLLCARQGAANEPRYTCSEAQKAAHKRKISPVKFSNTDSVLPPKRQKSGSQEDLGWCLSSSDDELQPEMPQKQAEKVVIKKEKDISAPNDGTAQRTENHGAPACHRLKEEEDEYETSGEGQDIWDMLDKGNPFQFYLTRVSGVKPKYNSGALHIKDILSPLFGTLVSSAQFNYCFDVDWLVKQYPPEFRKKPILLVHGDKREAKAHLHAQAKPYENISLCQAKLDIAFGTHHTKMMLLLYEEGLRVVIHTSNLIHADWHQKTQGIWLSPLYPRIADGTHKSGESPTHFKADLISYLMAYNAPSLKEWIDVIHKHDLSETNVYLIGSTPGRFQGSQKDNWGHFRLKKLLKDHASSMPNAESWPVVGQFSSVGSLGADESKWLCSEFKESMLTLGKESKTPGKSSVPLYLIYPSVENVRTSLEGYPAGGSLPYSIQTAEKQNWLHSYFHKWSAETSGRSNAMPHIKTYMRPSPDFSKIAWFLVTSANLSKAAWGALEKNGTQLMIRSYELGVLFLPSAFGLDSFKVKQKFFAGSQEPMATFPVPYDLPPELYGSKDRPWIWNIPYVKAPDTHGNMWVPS
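Signal: AlphaScreen proximity between streptavidin donor and anti-FITC acceptor beads on intact substrate. Reaction: Tdp1 1 nM, substrate 15 nM final, 5 min RT after 15 min compound preincubation.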
TDP1 cell noCPT – qHTS for Inhibitors of human tyrosyl-DNA phosphodiesterase 1 (TDP1): qHTS in cells in absence of CPT; AID 686978, 2013; actives 15% (n = 420,000); Potency, µM (titrated, usually from 46.2 µM), for the others: at the highest dose activity change, negative = growth inhibition, hits mostly inhibitors; DT40 Tdp1-/- hTDP1 cells, no CPT, ATP luminescence, 48 h; also: nearly all actives have a fitted effect of over 55% in size
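Growth kinetics read by CellTiter-Glo luminescence after ≥48 hr at 37 °C. Cells: DT40 Tdp1-/- stably carrying human TDP1, 400 per well, compound exposure in the absence of CPT (DMSO vehicle).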
An asterisk follows results filed as active; ? = inconclusive; / = not tested or not shown; & = joins results of further samples; [ ] = remark or other dose. Calls follow the shape of the dose curve; as a rule, active = well fitted curve in the direction sought with a large enough effect; inconclusive = small, poorly fitted or top-dose-only effect, or another doubt; inactive = no such curve, though single readings can be large; an effect the other way counts as inactive or inconclusive. % is scaled to controls: 0 for no effect and ±100 for the full control effect; potency is read from the fitted curve at half-maximal effect.

Under each structure – DT40 TDP1 CPT, TDP1 block, TDP1 cell noCPT
Cn1c(NCCN2CCCCC2)cc(=O)n(C)c1=O
  2.8%, -9.4%, 5.7%
CCOC(=O)c1c(C)oc(C)c(C(=O)OCC)c1=O
  7.4%, /, 2.4%
O=C(NCC1CCCO1)c1cccc(S(=O)(=O)N(Cc2ccccc2)c2ccccc2)c1 (stereo not given)
  -0.5%, 12.0%, ?
O=C(CNC(=O)c1ccccc1F)OCCOc1cccc(Cl)c1
  10.1%, -0.3%, -28.1%
Cc1ccc(-c2noc(CN3C(C)CCCC3C)n2)cc1 (stereo not given)
  ?, 9.8%, ?
COc1ccc2c(c1)CCC1C2CCC2(C)C(O)C(=O)CC12 (stereo not given)
  -18.8%, /, ?
CNc1nc(N)c(C(=O)C(C)(C)C)s1
  -1.4%, 2.6%, -7.3%
Cc1noc(C)c1C(=O)N1CCC2(CCCN(C(=O)Nc3cccc(C#N)c3)C2)CC1
  -2.6%, /, -17.9%
CCn1ccc(C(=O)Nc2ccc(N(C)C(C)=O)cc2)n1
  -18.4%, 6.0%, 3.4%
COc1ccc(N(CC(=O)NCc2ccccc2)S(C)(=O)=O)cc1
  -3.7%, 5.3%, -7.9%
CCN(C(=O)CSc1nnc(-c2ccc(OC)cc2)n1C(C)C)C1CCS(=O)(=O)C1 (stereo not given)
  -1.9%, 1.9%, 1.8%
CCCCCNC(=O)C1CC(=O)OC12CCCCC2 (stereo not given)
  -0.6%, 2.5%, -8.2%
N#Cc1sc2nc(N3CCCCC3)c3c(c2c1N)CCCC3
  -23.5%, 6.6%, ?
Cn1c(SCC(=O)NC2CCCC2)nnc1-c1ccc(S(=O)(=O)N2CCOCC2)cc1
  -8.2%, 7.4%, -9.6%
CCCN=Cc1c(CCC)[nH]n(-c2nc3ccccc3s2)c1=O
  ?, 1.0%, -28.5%

The list continues:
Under each structure – DT40 TDP1 CPT, TDP1 block, TDP1 cell noCPT
O=C1CCN(S(=O)(=O)c2cc(C(F)(F)F)ccc2Cl)CC1
  -10.1%, 0.1%, 6.9%
Cn1c(=O)c2cc(NC(=S)NC3CC3)ccc2n1C/C=C/c1ccccc1
  -2.6%, /, -1.7%
CCc1cccc(Nc2c([N+](=O)[O-])cc(C(=O)N3CC(=O)Nc4ccccc43)cc2[N+](=O)[O-])c1
  ?, 6.9%, ?
CCC(=O)Nc1nnc(-c2cccs2)s1
  10.1%, 0.0%, -15.8%
CCOc1ccc(CSC(=N)N)cc1
  25.9µM*, 0.0%, 18.4µM*
Cc1ccc(N=C2NC(=O)/C(=C/c3cccnc3)S2)cc1C
  -15.8%, 0.0%, -20.6%
CCC(=O)N1CCCC(C)(C(=O)Nc2ccc(OC)c(F)c2)C1 (stereo not given)
  -6.5%, /, -9.0%
CCOC(=O)C1(C)CCCCN1C(=O)c1ccco1 (stereo not given)
  -7.2%, /, -2.2%
N#Cc1ccc(-c2ccc3c(c2)OCO3)nc1SCC(=O)OCc1ccccc1
  1.3%, -11.6%, -28.1%
COc1cccc(N2CC(C(=O)Nc3nnc(SCC(=O)Nc4ccc(NC(C)=O)cc4)s3)CC2=O)c1 (stereo not given)
  8.0%, 3.8%, -2.7%
O=P(C(=S)Nc1ccccc1Cl)(c1ccccc1)c1ccccc1
  9.2µM*, /, 14.6µM*
CC1(C)Cc2c(sc(NC(=O)COc3ccc(Cl)cc3)c2C#N)C(C)(C)N1
  ?, 10.0%, ?
CC(=O)NCCN=C(C)c1sc2ccccc2c1O
  -6.9%, -5.6%, -8.2%
CC1=NN(c2ccccc2)C(=O)C1/C=C1/NC(=S)NC1=O (stereo not given)
  0.3%, /, 1.1%
CC(C)(C)c1ccc(OCCn2cc(C(=O)c3ccco3)c3ccccc32)cc1
  ?, 3.2%, 23.1µM*

A different layout for 19 compounds above:
Structure | DT40 TDP1 CPT | TDP1 block | TDP1 cell noCPT
CCCCCNC(=O)C1CC(=O)OC12CCCCC2 (stereo not given) | -0.6% | 2.5% | -8.2%
N#Cc1sc2nc(N3CCCCC3)c3c(c2c1N)CCCC3 | -23.5% | 6.6% | ?
Cn1c(SCC(=O)NC2CCCC2)nnc1-c1ccc(S(=O)(=O)N2CCOCC2)cc1 | -8.2% | 7.4% | -9.6%
CCCN=Cc1c(CCC)[nH]n(-c2nc3ccccc3s2)c1=O | ? | 1.0% | -28.5%
O=C1CCN(S(=O)(=O)c2cc(C(F)(F)F)ccc2Cl)CC1 | -10.1% | 0.1% | 6.9%
Cn1c(=O)c2cc(NC(=S)NC3CC3)ccc2n1C/C=C/c1ccccc1 | -2.6% | / | -1.7%
CCc1cccc(Nc2c([N+](=O)[O-])cc(C(=O)N3CC(=O)Nc4ccccc43)cc2[N+](=O)[O-])c1 | ? | 6.9% | ?
CCC(=O)Nc1nnc(-c2cccs2)s1 | 10.1% | 0.0% | -15.8%
CCOc1ccc(CSC(=N)N)cc1 | 25.9µM* | 0.0% | 18.4µM*
Cc1ccc(N=C2NC(=O)/C(=C/c3cccnc3)S2)cc1C | -15.8% | 0.0% | -20.6%
CCC(=O)N1CCCC(C)(C(=O)Nc2ccc(OC)c(F)c2)C1 (stereo not given) | -6.5% | / | -9.0%
CCOC(=O)C1(C)CCCCN1C(=O)c1ccco1 (stereo not given) | -7.2% | / | -2.2%
N#Cc1ccc(-c2ccc3c(c2)OCO3)nc1SCC(=O)OCc1ccccc1 | 1.3% | -11.6% | -28.1%
COc1cccc(N2CC(C(=O)Nc3nnc(SCC(=O)Nc4ccc(NC(C)=O)cc4)s3)CC2=O)c1 (stereo not given) | 8.0% | 3.8% | -2.7%
O=P(C(=S)Nc1ccccc1Cl)(c1ccccc1)c1ccccc1 | 9.2µM* | / | 14.6µM*
CC1(C)Cc2c(sc(NC(=O)COc3ccc(Cl)cc3)c2C#N)C(C)(C)N1 | ? | 10.0% | ?
CC(=O)NCCN=C(C)c1sc2ccccc2c1O | -6.9% | -5.6% | -8.2%
CC1=NN(c2ccccc2)C(=O)C1/C=C1/NC(=S)NC1=O (stereo not given) | 0.3% | / | 1.1%
CC(C)(C)c1ccc(OCCn2cc(C(=O)c3ccco3)c3ccccc32)cc1 | ? | 3.2% | 23.1µM*

(cont.)
Under each structure – DT40 TDP1 CPT, TDP1 block, TDP1 cell noCPT
CC1=C(C(=O)Nc2ccccc2C)C(c2cccs2)n2nc(SCc3ccccc3)nc2N1 (stereo not given)
  20.6µM*, 5.9%, 20.6µM*
CCOC(=O)C1CCN(Cc2ccc(C(=O)OC)cc2)CC1
  -4.6%, 2.3%, -4.2%
CCn1nc(-c2ccccc2)c(-c2ccccc2)c(C(=O)Nc2nc(C)c(C(C)=O)s2)c1=O
  1.64µM*, 0.0%, 1.64µM*
COc1ccc(-c2c(C)n([O-])c(C)c(C)[n+]2=O)cc1OC
  -2.6%, 0.0%, 9.9%
CCOC(=O)c1cccc(NC(=O)C2CCCN(c3nnc(N4CCCC4=O)s3)C2)c1 (stereo not given)
  ?, /, -25.4%
O=C(c1sc2cc(F)ccc2c1Cl)N1CCN(c2cccc(Cl)c2)CC1
  ?, 2.7%, ?
COc1ccc(OC)c(S(=O)(=O)NCC(c2cccs2)N2CCc3ccccc3C2)c1 (stereo not given)
  16.4µM*, /, ?
O=C(CCc1nc2ccccc2s1)OCC(=O)c1ccccc1
  -7.0%, 3.2%, 17.0%
Cc1ccccc1C(=O)NCC(=O)N1CCN(c2ccccn2)CC1
  -3.6%, -1.8%, -5.2%
O=C(Nc1nnc(C(F)(F)F)s1)c1cccnc1
  -24.2%, 5.5%, -22.8%
COc1cc(C(=O)NCC(c2ccccc2)N(C)C)ccc1OCc1c(C)noc1C (stereo not given)
  16.4µM*, -0.4%, ?
COc1ccc(CN2CCN(Cc3ccco3)CC2)cc1OC
  -1.2%, /, -20.8%
O=C(CCCN1C(=O)c2ccccc2C1=O)NCCCn1ccnc1
  3.4%, 0.6%, 18.5%
COc1ccccc1C(c1c(N)n(C)c(=O)n(C)c1=O)C(C)[N+](=O)[O-] (stereo not given)
  ?, -1.9%, ?
O=C(NCCc1nc2ccccc2[nH]1)/C(=C/c1ccco1)NC(=O)c1ccc(Br)o1
  ?, 0.6%, ?

New compounds follow.
Under each structure – DT40 TDP1 CPT, TDP1 block, TDP1 cell noCPT
O=C(NCC(c1ccco1)N1CCc2ccccc2C1)C(=O)Nc1ccccc1 (stereo not given)
  ?, 1.9%, ?
Cc1ccc(C(=O)OCC(=O)c2ccc(CC(=O)N3CCOCC3)s2)cc1C
  -19.8%, -17.3%, -3.3%
Cc1ccc(C2C(C#N)=C(N)N(N(C)C)C3=C2C(=O)CCC3)cc1 (stereo not given)
  -12.8%, 3.4%, -18.3%
COc1ccc(N2CC(C(=O)Nc3cccc(OC(C)C)c3)CC2=O)cc1 (stereo not given)
  -8.8%, -6.1%, -19.4%
COc1ccc(NS(=O)(=O)c2cccc(C(=O)NNC(=O)c3ccc(=O)[nH]c3)c2)cc1
  21.7%, 0.0%, -16.2%
N#C/C(=C1\CCCN1)c1nc2ccccc2c(=O)[nH]1
  -17.3%, 2.0%, -20.5%
CCC1(C(N)=O)CC2C=CC1C2 (stereo not given)
  -2.5%, /, 0.4%
C=C(C)COc1ccc(-c2n[nH]c(C)c2-c2ccc(OC)c(OC)c2)c(O)c1
  3.66µM*, /, 2.59µM*
CCCCOc1cccc2c(=O)n(CC(=O)Nc3ccc4c(c3)OCCO4)ccc12
  -4.2%, /, -26.5%
Cc1cc(Br)ccc1NC(=O)CN(C)C(=O)c1cc([N+](=O)[O-])ccc1N1CCOCC1
  -23.9%, /, ?
COc1cc(C(CCN2CCCC(C)C2)c2c(OC)cc(OC)c3c2OC(=O)CC3c2ccc(N(C)C)cc2)cc(OC)c1OC (stereo not given)
  ?, 22.1%&7.1%, ?
Cc1[nH]c2ccccc2c1C(=O)C(=O)Nc1ccc2c(c1)OCO2
  -17.0%, 5.1%, ?
c1ccc(CN2CCOCC2)nc1
  1.3%, /, 2.3%
N#C/C(=C/c1ccc(CNS(=O)(=O)c2ccccc2)o1)C(=O)NCc1ccccc1
  -2.1%, 5.5%, ?
CCN(C(=O)c1cnc(NC(C)C)cc1C(F)(F)F)c1ccc(Cl)cc1
  ?, 2.6%, ?

Continuation.
Under each structure – DT40 TDP1 CPT, TDP1 block, TDP1 cell noCPT
COCCCN1C(=O)C(=O)/C(=C(/O)c2ccc(S(=O)(=O)N3CCOCC3)cc2)C1c1cccc(Cl)c1 (stereo not given)
  9.9%, 5.0%, -1.2%
O=C(CC1N=C2c3ccccc3N=C(SCc3ccc(Cl)cc3)N2C1=O)NCc1ccco1 (stereo not given)
  ?, 2.8%, ?
CC(C)C(C)NC(=O)COC(=O)c1cccc(C(=O)OCC(=O)NC(C)C(C)C)n1 (stereo not given)
  -4.6%, -1.2%, -13.8%
COc1ccc2c(CC(=O)OCC(=O)Nc3cccc(S(N)(=O)=O)c3)coc2c1
  -18.6%, /, 2.2%
COc1ccc(S(=O)(=O)N(C)CC(=O)NCCC2=CCCCC2)cc1OC
  -22.0%, -4.5%, ?
CN1CCN(S(=O)(=O)c2ccc(-c3noc(C4CCN(S(C)(=O)=O)CC4)n3)cc2)CC1
  -7.1%, 0.0%, -11.4%
Cc1ccsc1C(=O)N1CCCC(CO)(Cc2ccccc2)C1 (stereo not given)
  ?, 2.0%, -24.4%
Cc1cc(N2CCN(C)CC2)nc2ccc(NC(=O)CCC(=O)NCCCOC(C)C)cc12
  31.2%[activator], /, ?
O=C1Nc2ccccc2O/C1=C\c1ccccc1
  -3.1%, /, 3.2%
C=C(C)CSc1nnc(-c2cccc(S(=O)(=O)N(C)C)c2)n1-c1cc(OC)ccc1OC
  ?, 5.3%, ?
COc1ccc(NC(=O)CCS(=O)(=O)c2cccc3nonc23)cc1Cl
  ?, 4.2%&2.9%, -16.5%&-27.1%
O=C(Nc1ccc2c(c1)CCC2)c1ccc(Br)s1
  ?, -1.8%, -21.1%
Cc1ccccc1C(=O)N1CCC(C(=O)Nc2ccccn2)CC1
  -3.1%, /, 1.5%
O=c1oc2ccc3ccccc3c2cc1-c1nnc(-c2ccccc2)o1
  ?, -3.8%, ?
CCOc1ccc(N(CC(=O)Nc2cccc(F)c2)S(=O)(=O)c2c(C)noc2C)cc1
  ?, 1.2%, 20.6µM*

Remaining list, next part
Under each structure – DT40 TDP1 CPT, TDP1 block, TDP1 cell noCPT
CC(C)NC(=O)CSc1nc(-c2cccs2)cc(-c2ccccc2)c1C#N
  -19.6%, -4.4%, -13.4%
COc1ccccc1CNC(=O)[C@@H]1CCCN1S(=O)(=O)c1ccc(Cl)cc1
  -14.8%, -3.0%, ?
O=C(O)CCN(CCC(=O)O)c1ccccc1
  -1.4%, -7.1%, 1.9%
COc1ccc(N2Cc3cccc(C(=O)Nc4cccc(F)c4)c3C2=O)cc1
  4.4%, ?, 3.1%

Screening data: PubChem, National Center for Advancing Translational Sciences (NCATS)
